Shiga inhibitor = Shiga toxin inhibition. 290,000 compounds, 9.2% hits. AID 2315. Vero cells, Shiga toxin protein synthesis inhibition reporter. inhibition, % at 38.7 µM; in the data active means inhibition mostly above about 28%, no sharp cut-off; inactive means mostly below about 43%; further: 0% is about no effect
HCV inh = blocks hepatitis C virus; Huh7.5.1 HCVcc-Cre infection, luciferase reporter, 44 h; Potency, µM (top dose mostly 41.8 µM), without a hit: at the highest dose activity change, negative = inhibition, usual class: inhibitors; 340,000 compounds, 3.4% hits; AID 651820; further: potency means the concentration at half of the fitted maximal effect; on the % scale 0 is the no-effect control and ±100 the full control effect
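Whole-lifecycle infectious HCVcc-Cre system; cells 1,000/well, compound then virus (~0.5 moi) added 4 h after plating, 44 h culture. Luciferase read 15 sec following 15 min substrate incubation, room temp.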
Cycloheximide cs = counter-screen hit for Shiga toxin inhibitors, cycloheximide; cell reporter, cycloheximide protein synthesis inhibition counterscreen; max response, %; 300,000 compounds, 12% hits; AID 2314; in the data active means max response mostly above about 13%, no sharp cut-off; inactive means mostly below about 14%; further: read at 38.3 µM for the half of the compounds with a filed dose; 0% is about no effect
Pf growth 48h = P. falciparum growth inhibition at 48 hours (one generation). P. falciparum luciferase growth in erythrocytes, 48 h. Potency, µM (doses to about 28.7 µM), without a hit: at the top dose activity change, negative = inhibition, usual class: inhibitors. 310,000 compounds, 5.9% hits; further: potency means the concentration at half of the fitted maximal effect; on the % scale 0 is the no-effect control and ±100 the full control effect
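Parasite viability was followed by luminescence of a genomically integrated firefly luciferase. Cultures held 0.1% parasitemia at 2% hematocrit (final), incubated under 5% CO2 at 37 C.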
LmPK inh = LmPK (Leishmania mexicana) enzyme inhibition. purified LmPK, Kinase-Glo ATP luminescence, 1 h. Potency, µM (titrated, usually from 57.5 µM), without a hit: at the highest dose activity change, negative = inhibition, most hits filed as inhibitors. 290,000 compounds, 0.37% hits. AID 1721; further: potency means the concentration at half of the fitted maximal effect; on the % scale 0 is the no-effect control and ±100 the full control effect
Target sequence (Q27686 whole entry, looked up): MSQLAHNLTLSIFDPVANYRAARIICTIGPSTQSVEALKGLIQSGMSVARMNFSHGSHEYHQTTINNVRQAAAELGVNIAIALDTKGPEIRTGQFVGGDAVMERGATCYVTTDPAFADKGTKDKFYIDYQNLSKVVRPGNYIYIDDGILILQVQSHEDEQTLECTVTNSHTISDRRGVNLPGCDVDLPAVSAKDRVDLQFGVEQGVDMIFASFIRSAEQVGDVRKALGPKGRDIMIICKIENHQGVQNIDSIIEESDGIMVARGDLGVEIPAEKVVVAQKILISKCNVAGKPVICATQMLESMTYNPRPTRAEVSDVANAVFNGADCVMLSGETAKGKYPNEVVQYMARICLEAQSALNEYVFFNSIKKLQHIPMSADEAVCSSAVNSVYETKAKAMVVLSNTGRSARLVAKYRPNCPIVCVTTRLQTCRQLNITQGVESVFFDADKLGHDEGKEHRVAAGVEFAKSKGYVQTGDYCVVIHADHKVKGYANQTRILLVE
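ATP generated from ADP (0.1 mM) and PEP (0.5 mM) by 0.1 nM LmPK over 1 h at room temperature (pH 7.2 imidazole buffer) was detected by coupled luciferase luminescence. Values were normalized to uninhibited and no-enzyme wells.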
Tb PYK inh = T. brucei pyruvate kinase inhibition; Q57TT1; TbPYK enzyme, Kinase-Glo Plus ATP luminescence, 45 min; Potency, µM (series often up to 76.8 µM), inactives show at the highest dose activity, negative = inhibition, usual class: inhibitors; 410,000 compounds, 0.12% hits; further: potency means the concentration at half of the fitted maximal effect; on the % scale 0 is the no-effect control and ±100 the full control effect; nearly all actives have a fitted effect of over 50% in size
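Luminescent Kinase-Glo Plus end-point after 45 min room-temperature reaction of T. brucei pyruvate kinase started with 130 uM ADP (final). Buffer TEA 50 mM pH 7.2 with KCl, MgCl2, BSA, Tween-20; titration-based qHTS with fitted concentration-effect curves.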
Pf growth 96h = P. falciparum growth inhibition at 96 hours; 320,000 compounds, 6.9% hits; Potency, µM (top dose mostly 28.7 µM), inactives show at the top dose activity change, negative = inhibition, most hits filed as inhibitors; P. falciparum luciferase reporter growth, 96 h; further: potency means the concentration at half of the fitted maximal effect; on the % scale 0 is the no-effect control and ±100 the full control effect
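Erythrocytes infected with luciferase-expressing P. falciparum were dispensed at 2% hematocrit and 0.05% parasitemia (final), then incubated with compounds 96 hours at 37 C in 5% CO2. Luminescence after detection reagent addition reported growth.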
* hit, by the source's call; i = inactive; ? = inconclusive; · = not tested or not shown; [ ] = another dose, or the depositor's remark. Unless noted, the call rests on the fitted dose curve; in most records, active means well fitted curve in the direction sought with a large enough effect; inconclusive means small, poorly fitted or top-dose-only effect, or another doubt; inactive means no such curve, though single readings can be large; an effect the other way counts as inactive or inconclusive.

(1) C[C@@H]1C=C(C(=O)N2CCN(Cc3ccccc3)CC2)O[C@H](OCc2ccc(CO)cc2)C1
(2) CCc1nnc(NC(=O)CCC(=O)N2CCN(c3cc(C)ccc3C)CC2)s1
(3) COc1cc(C(=O)NC(C)c2ccccc2)ccc1OCC(=O)N1CCOCC1 (stereo unspecified)
(4) CSc1nsc(SCC(=O)N2CCN(c3ccccc3)CC2)n1
(5) COc1ccccc1-c1nn(-c2ccccc2)cc1C(=O)NC1CC1
(6) Cc1cccc(OCc2nc3ccccc3c(=O)n2N)c1
Screen / compound no.,1,2,3,4,5,6
Shiga inhibitor,-15,2,·,23,·,72
HCV inh,-30%,?,19%,25%,-2%,-13%
Cycloheximide cs,-3,-6,·,5,·,47*
Pf growth 48h,2%,-13%,-6%,11%,7%,48%[activator]
LmPK inh,9%,-1%,·,-9%,·,-20%
Tb PYK inh,3%,21%,10%,6%,0%,-18%
Pf growth 96h,-3%,6%,?,22%,?,·

(7) Cc1ccc(S(=O)(=O)Nc2ccsc2C#N)cc1
(8) O=C(c1ccncc1)N1c2ccccc2Sc2ccccc21
(9) O=C(Nc1cccc(F)c1)Nc1ccnn1C1CCN(C(=O)c2cscn2)CC1
(10) O=C(Nc1ccc(C(=O)N2CCN(c3ccc(F)cc3)CC2)cc1)C1=CSCCO1
(11) CCOC(=O)C1(CCOc2ccccc2)CCN(Cc2ccc(COC)o2)CC1
(12) CCN(CC)S(=O)(=O)c1ccc(NC(=O)COC(=O)c2cc(S(=O)(=O)Nc3ccc(OC)cc3)ccc2O)cc1
Screen / compound no.,7,8,9,10,11,12
Shiga inhibitor,-6,-15,51*,12,-3,24
HCV inh,15%,?,24%,-7%,?,-9%
Cycloheximide cs,-4,-12,41*,13,1,0
Pf growth 48h,-20%,-7%,1%,?,?,?
LmPK inh,6%,-8%,-7%,-10%,-1%,-5%
Tb PYK inh,2%,1%,1%,6%,-5%,-1%
Pf growth 96h,53%[activator],11%,1%,?,?,-18%

(13) Cc1ccc(S(=O)(=O)N2CCOCC2)cc1C(=O)O
(14) N#CCCN1CCN(C2=NC(=O)/C(=C\c3cccs3)S2)CC1
(15) CC1CCCCN1C(=O)c1ccc(NC(=O)c2ccccc2Cl)cc1 (stereo unspecified)
(16) Cc1cc([N+](=O)[O-])nn1CC(=O)c1ccccc1
(17) CC1=C(C(=O)Nc2ccccc2C)C(c2ccc(C)o2)NC(=S)N1 (stereo unspecified)
(18) CN(C(=O)c1cccc([N+](=O)[O-])c1)c1ccccc1C(=O)NCc1ccccc1
Screen / compound no.,13,14,15,16,17,18
Shiga inhibitor,-15,29,-5,-21,-4,-11
HCV inh,15%,4%,-8%,3%,13%,15%
Cycloheximide cs,-7,21*,-2,1,-3,-2
Pf growth 48h,7%,?,-16%,-4%,19%,13%
LmPK inh,-5%,0%,-7%,1%,2%,1%
Tb PYK inh,4%,5%,5%,0%,-24%,2%
Pf growth 96h,·,16%,0%,-3%,7%,9%

Limited to Pf growth 96h, for some of the entries so far:
cpd	SMILES	Pf growth 96h
9	O=C(Nc1cccc(F)c1)Nc1ccnn1C1CCN(C(=O)c2cscn2)CC1	1%
15	CC1CCCCN1C(=O)c1ccc(NC(=O)c2ccccc2Cl)cc1 (stereo unspecified)	0%

Continued:
(19) CC(C)(C)n1cc(S(=O)(=O)c2ccccc2)[nH]c1=O
(20) O=C(CSC1=Nc2ccccc2C2CC=NN12)Nc1ccc(F)c(F)c1F (stereo unspecified)
(21) CCOC(=O)c1c(C)[nH]c(C(=O)OCC(=O)Nc2cc(Cl)ccc2OC)c1C
(22) COc1cccc(C2C(C(=O)OCc3ccccc3)=C(C)Nc3ncnn32)c1OC (stereo unspecified)
(23) Cc1ccc(S(=O)(=O)N(CCC(=O)N2CCOCC2)c2ccccc2)cc1
(24) Cc1ccccc1NC(=O)CCN1C(=O)CSC1=O
Screen / compound no.,19,20,21,22,23,24
Shiga inhibitor,-3,·,-2,-8,·,11
HCV inh,7%,2%,13%,-10%,12%,5%
Cycloheximide cs,16,·,-4,-5,·,-1
Pf growth 48h,0%,8%,-3%,·,?,11%
LmPK inh,1%,·,2%,12%,·,-5%
Tb PYK inh,-11%,4%,-6%,8%,0%,-9%
Pf growth 96h,36%[activator],13%,21%,-5%,5%,-9%

(25) CC(=O)Nc1cccc(OCCCNS(=O)(=O)c2ccc(C#N)cc2)c1
(26) COc1ccc(NC(=O)CN(c2ccc([N+](=O)[O-])cc2)S(=O)(=O)c2ccccc2)cc1
(27) Cc1cccc(N2CCC(N3CCN(C4CCCCC4)C(CCO)C3)CC2)c1C (stereo unspecified)
(28) COc1ccc(/C=C2\SC(=S)N(CCCC(=O)N3CCN(C)CC3)C2=O)cc1
(29) O=C(COc1ccccc1-c1ccccc1)N/N=C/c1ccc2ccccc2c1
(30) O=C(OCCCOC(=O)c1ccc([N+](=O)[O-])o1)c1ccc([N+](=O)[O-])o1
Screen / compound no.,25,26,27,28,29,30
Shiga inhibitor,-18,34,39,-3,-1,·
HCV inh,-21%,?,?,16%,?,-17%
Cycloheximide cs,-2,11,9,0,-1,·
Pf growth 48h,?,?,-4%,?,-2%,13µM*
LmPK inh,-3%,-1%,8%,-12%,-6%,·
Tb PYK inh,0%,0%,0%,-2%,2%,1%
Pf growth 96h,-6%,-26%,3%,?,2.3µM*,6%

(31) COc1ccc(C2CC(c3ccc(F)cc3)n3nc(NC(=O)c4ccco4)nc3N2)cc1 (stereo unspecified)
(32) O=C(c1ccc([N+](=O)[O-])s1)N1CCc2ccccc2C1
(33) Cc1cccc(OCc2nnc(SCC(=O)Nc3cc(C)on3)n2C)c1
(34) CCOC(=O)c1ccc(N2CN(CCc3ccccc3)CNC2=S)cc1
(35) Cc1[nH]n(C(N)=S)c(=O)c1N=Nc1cccc(C(F)(F)F)c1
(36) CCc1sc(C(=O)N2CCN(c3ncccn3)CC2)cc1Br
Screen / compound no.,31,32,33,34,35,36
Shiga inhibitor,10,21,24,-4,32*,-6
HCV inh,-25%,?,2%,-2%,-24%,-9%
Cycloheximide cs,-2,12,1,1,17,-3
Pf growth 48h,5%,?,-5%,19%,1.3µM*,-9%
LmPK inh,2%,3%,4%,-1%,3%,-1%
Tb PYK inh,-1%,-1%,11%,-11%,0%,5%
Pf growth 96h,-20%,?,32%[activator],i,?,-25%

(37) CCc1nnc(NC(=O)c2ccc(S(C)(=O)=O)cc2)s1
(38) CC(C)(C)OC(=O)NCCCCCNC(=O)c1[nH]cnc1C(=O)Nc1ccc(Cl)cc1
(39) Cn1c(=O)c(C#N)c(-c2ccc(F)cc2)c2cc(C(=O)c3cc(Cl)cc(Cl)c3O)cnc21
(40) O=C(CN1CCCN(Cc2ccc(F)cc2Cl)C1=O)NCc1ccccc1
(41) CC1CCCCC1NC(=O)CCN1C(=O)C2C3C=CC(C3)C2C1=O (stereo unspecified)
(42) Cc1cc(NC(=O)/C=C/c2ccccc2)c(C(C)C)cc1O
Screen / compound no.,37,38,39,40,41,42
Shiga inhibitor,4,·,10,-3,-11,9
HCV inh,11%,35µM*,11µM*,-14%,5%,?
Cycloheximide cs,5,·,5,9,-2,1
Pf growth 48h,70%[activator],10µM*,?,17%,28%,?
LmPK inh,-3%,·,5%,2%,-3%,-2%
Tb PYK inh,?,-1%,1%,-6%,1%,1%
Pf growth 96h,182%[activator],?,?,-28%,2%,-18%

(43) CCOc1ccc(N2C(=O)/C(=C/c3ccco3)C(=O)NC2=S)cc1
(44) CCOC(=O)c1ccc(NC(=O)CCC(=O)OC)cc1
(45) Cc1cccc2nc3ccccc3nc12
(46) CC(C)(Cc1cccc(CC(C)(C)C(=O)O)c1)C(=O)O
(47) CC(Oc1ccc2c3c(c(=O)oc2c1)CCC3)C(=O)NC1CCN(Cc2ccccc2)CC1 (stereo unspecified)
(48) Cn1c(N)c(C(=O)COC(=O)c2cc(-c3ccco3)nc3ccccc23)c(=O)n(C)c1=O
Screen / compound no.,43,44,45,46,47,48
Shiga inhibitor,·,4,46,-7,-1,31
HCV inh,15%,-2%,4%,17%,-15%,?
Cycloheximide cs,-1,8,17*,-2,-4,21*
Pf growth 48h,10%,25%,422%[activator],18%,?,?
LmPK inh,19%,6%,5%,-2%,2%,0%
Tb PYK inh,?,-9%,-6%,3%,-21%,0%
Pf growth 96h,?,?,-28%,?,?,?

(49) O=c1cc(CO)oc(C(Nc2ccccn2)c2ccc(F)cc2)c1O (stereo unspecified)
(50) O=C(CCSc1nc2ccccc2s1)N/N=C/c1c(O)ccc2ccccc12
(51) CCOc1ccc(-n2ccnc(SCC(=O)NC3CCCC3)c2=O)cc1
(52) CC(C)CN(C(=O)CN1CCN(S(=O)(=O)c2ccccc2)CC1)c1c(N)n(CC(C)C)c(=O)[nH]c1=O
(53) O=S(=O)(c1ccc(NC(=S)Nc2ccccc2)cc1)N1CCOCC1
(54) CCOC(=O)c1cc(-c2ccccc2)n(CCC(=O)N2CCN(c3ccccn3)CC2)c1C
Screen / compound no.,49,50,51,52,53,54
Shiga inhibitor,-5,-1,·,16,1,-10
HCV inh,-20%,3.2µM*,6%,25%,15%,3%
Cycloheximide cs,-1,-1,·,-6,0,-5
Pf growth 48h,8%,?,-7%,-1%,9%,?
LmPK inh,6%,-2%,·,-1%,3%,0%
Tb PYK inh,-5%,-5%,-4%,2%,12%,4%
Pf growth 96h,26%,2.9µM*,-9%,-29%,9%,13µM*

The final 4 records of the section before open the next one.
(51) CCOc1ccc(-n2ccnc(SCC(=O)NC3CCCC3)c2=O)cc1
(52) CC(C)CN(C(=O)CN1CCN(S(=O)(=O)c2ccccc2)CC1)c1c(N)n(CC(C)C)c(=O)[nH]c1=O
(53) O=S(=O)(c1ccc(NC(=S)Nc2ccccc2)cc1)N1CCOCC1
(54) CCOC(=O)c1cc(-c2ccccc2)n(CCC(=O)N2CCN(c3ccccn3)CC2)c1C
(55) CC(C)COc1cccc(C(=O)NNC(=O)C2COc3ccccc3O2)c1 (stereo unspecified)
(56) Cc1nn(Cc2ccc(Cl)cc2)c(C)c1NC(=O)c1c(-c2ccccc2)noc1C
(57) CN(C)CCN(C(=O)c1cc(Cl)sc1Cl)c1nc2ccc(F)cc2s1
(58) CCCCC(CC)c1nnc(NC(=O)c2cccs2)s1 (stereo unspecified)
(59) Cc1ccc(C(=O)Nc2cc(=O)n(C)c(=O)n2C)o1
(60) CC(C)Oc1ccccc1C1CC(=O)Nc2cc3c(cc21)OCO3 (stereo unspecified)
(61) CC(=Nc1ccc(C)cc1C)c1sc2ccccc2c1O
(62) CC12C(=O)N(c3nccs3)C(=O)C1C1C=CC2C1 (stereo unspecified)
Screen / compound no.,51,52,53,54,55,56,57,58,59,60,61,62
Shiga inhibitor,·,16,1,-10,-4,-1,33,15,8,-13,119*,-1
HCV inh,6%,25%,15%,3%,6%,?,4%,2%,13%,11µM*,?,22%
Cycloheximide cs,·,-6,0,-5,-1,-4,-3,1,13,-1,37*,-2
Pf growth 48h,-7%,-1%,9%,?,?,?,57%[activator],7%,13%,?,-44%,2%
LmPK inh,·,-1%,3%,0%,-6%,9%,5%,2%,2%,-1%,-14%,-2%
Tb PYK inh,-4%,2%,12%,4%,2%,4%,5%,1%,-4%,-15%,1%,1%
Pf growth 96h,-9%,-29%,9%,13µM*,-13%,?,14%,-24%,5%,·,0%,73%[activator]

From PubChem
